Screening data (PubChem)
PfGluPho inh – PfG6PD (Plasmodium falciparum) enzyme inhibition; 350,000 tested, 0.78% active; inhibition, % at 20 µM; PfGluPho enzyme, NADPH resazurin-diaphorase fluorescence;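 active = inhibition reaching at least a set limit at 20 µM in the primary screen, cut at about 59% in these data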;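 note: 0% = DMSO wells with substrate and 100% = DMSO wells lacking glucose-6-phosphate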
SENP8 block-1 – inhibitors of human SENP8 protease | 360,000 tested, 0.64% active | AID 602440 | inhibition, % at 20 µM | Q96LD8 | recombinant SENP8, Nedd8 substrate fluorescence; in the data active = inhibition mostly above about 40%, no sharp cut-off; inactive = mostly below about 27%
Target sequence (Q96LD8 whole entry, looked up): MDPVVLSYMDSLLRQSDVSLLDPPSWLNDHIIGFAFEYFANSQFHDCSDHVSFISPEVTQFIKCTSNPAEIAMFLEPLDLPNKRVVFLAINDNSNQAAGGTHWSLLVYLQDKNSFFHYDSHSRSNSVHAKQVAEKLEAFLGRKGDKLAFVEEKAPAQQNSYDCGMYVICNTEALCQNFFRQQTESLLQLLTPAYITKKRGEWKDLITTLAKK
SENP8 block-2 – inhibitors of human SENP8 protease. inhibition, % at 10 µM. Q96LD8. 330,000 tested, 1.2% active. AID 2540. purified SENP8, Z-RLRGG-aminoluciferin cleavage, luminescence; in the data active = inhibition above about 50%
SENP1 FRET inh – SENP1 (human) catalytic domain inhibition | inhibition, % at 10 µM | 360,000 tested, 0.21% active | recombinant SENP1 catalytic domain, CyPet-SUMO1-YPet FRET cleavage | Q9P0U3;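 active = inhibition at least 30% at 10 µM, raw YFP signal under a set limit, fluorescence ratio 0.5 to 1.5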;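 note: 0% = enzyme with DMSO and 100% = no enzyme wells; some results filed as inactive read as strong as hits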
Target sequence (Q9P0U3 419-644 limits assumed): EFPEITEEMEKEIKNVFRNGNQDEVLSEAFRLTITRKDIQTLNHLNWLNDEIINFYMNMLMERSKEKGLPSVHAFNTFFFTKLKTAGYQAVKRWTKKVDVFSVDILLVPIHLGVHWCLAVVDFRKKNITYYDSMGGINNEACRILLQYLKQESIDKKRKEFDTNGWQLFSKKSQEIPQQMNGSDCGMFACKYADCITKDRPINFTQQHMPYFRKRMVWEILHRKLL
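system = hSENP1 catalytic domain, recombinant | reagent = SFCypet-SUMO1-SFYpet substrate at 25 nM | doses = one dose per compound, 10 µM, 0.5% DMSO | incubation = enzyme reaction for 50 min at room temperature, dark | measured by = FRET, CFP and YFP emission | controls = no-enzyme low, enzyme-DMSO high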
SENP7 inh – inhibitors of human SENP7 protease | recombinant SENP7, Z-RLRGG-aminoluciferin luminescence, 40 min | Q9BQF6 | AID 434973 | 330,000 tested, 1.5% active | inhibition, % at 5 µM;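 active = inhibition above about 50% at the single test dose, limit read from the data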;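 note: plate controls were DMSO with enzyme for no effect and no enzyme buffer wells for full effect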
SENP6 block – inhibitors of human SENP6 protease; Q9GZR1; Recombinant SENP6 catalytic domain, aminoluciferin luminescence; inhibition, % at 10 µM; 330,000 tested, 1.8% active;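 active = inhibition above about 50% at the single tested dose, limit read from the data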;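 note: plate controls were DMSO wells with enzyme for no effect and DMSO wells lacking enzyme for full effect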
Target sequence (Q9GZR1 628-1112 limits assumed): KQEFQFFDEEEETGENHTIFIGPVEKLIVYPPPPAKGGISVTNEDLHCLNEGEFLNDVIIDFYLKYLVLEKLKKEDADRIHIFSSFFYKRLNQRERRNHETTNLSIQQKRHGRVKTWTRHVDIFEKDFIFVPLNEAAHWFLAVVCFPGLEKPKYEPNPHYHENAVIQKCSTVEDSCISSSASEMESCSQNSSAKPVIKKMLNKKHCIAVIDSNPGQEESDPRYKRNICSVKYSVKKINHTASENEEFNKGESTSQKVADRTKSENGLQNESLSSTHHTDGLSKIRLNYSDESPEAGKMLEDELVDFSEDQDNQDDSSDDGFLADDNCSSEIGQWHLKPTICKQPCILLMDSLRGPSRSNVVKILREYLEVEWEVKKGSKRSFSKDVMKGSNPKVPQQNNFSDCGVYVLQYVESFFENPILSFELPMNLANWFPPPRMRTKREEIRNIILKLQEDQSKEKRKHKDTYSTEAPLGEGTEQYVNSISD
HKDC1 inh – blocks human hexokinase HKDC1 activity; Q2TB90; recombinant HKDC1, G6PDH/diaphorase resazurin coupled fluorescence; inhibition, % at 20 µM; 340,000 tested, 0.16% active;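 active = inhibition above about 35% when tested at 20 µM, limit read from the data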;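 note: plate controls were DMSO wells with enzyme for no effect and DMSO wells lacking enzyme for full effect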
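Assay system: in-house recombinant HK5 (HKDC1) enzyme. Input: HKDC1 at 5 µg/mL. Medium: Tris pH 8.0 buffer with MgCl2, Tween-20, BSA, BME. Dosing: single 20 µM dose. Schedule: 90 min reaction incubation at room temperature, dark. Signal: resazurin-to-resorufin fluorescence via G6PDH and diaphorase coupling, 525/613 nm. Controls: DMSO-enzyme wells negative, buffer-substituted wells positive.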
Apaf1 inhib – human Apaf-1 inhibition. O14727. 330,000 tested, 0.71% active. inhibition, % at 20 µM. reconstituted apoptosome caspase-3 activity, DEVD-Rh110 fluorescence; active = inhibition of at least 40% at 20 µM;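 note: plate controls were DMSO wells for no effect and DEVD-CHO caspase inhibitor wells for full effect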
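Material: cell-free apoptosome with Apaf-1, procaspase-3 and caspase-9; Buffer or medium: Hepes pH 7.5 with detergent and BSA; Reagent: cytochrome c trigger plus (Z-DEVD)2-Rh110 caspase-3 substrate; Times: compound with Apaf-1, dATP, procaspase-3 30 min, then 50 min reaction, room temperature; Technique: Rh110 fluorescence intensity.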
Active calls of the source: *; i = inactive; . = no result given.

SMILES | PfGluPho inh | SENP8 block-1 | SENP8 block-2 | SENP1 FRET inh | SENP7 inh | SENP6 block | HKDC1 inh | Apaf1 inhib
CCCC(C(=O)NC1CCCC1)N(Cc1ccccc1Cl)C(=O)c1snc(C(N)=O)c1N (stereo not drawn) | 9 | -280 | 2 | -20 | 1 | 8 | 7 | 15
O=C(CN1CCN(c2ccccc2)CC1)Nc1ccc(-n2cnnn2)cc1 | 4 | 10 | -1 | 0 | 2 | -4 | -9 | -28
CN(CCc1ccccn1)C(=O)Nc1cccc(Cl)c1 | -8 | 5 | 6 | 1 | 4 | -6 | -4 | -4
CCOC(=O)c1c(NC(=O)CN2C(=O)N(C)C3(CCCCC3)C2=O)sc(C(=O)N(C)C)c1C | -9 | -2 | . | -4 | . | . | -4 | .
CC(=O)OC1CCC2(C)C(CCC3C2CC(=O)C2(C)C3CC(C(C(C)=O)C(C)=O)C2C(C)=O)C1 (stereo not drawn) | 6 | 2 | . | 2 | . | . | -2 | .
COC(=O)C1=C(C)N(Cc2ccccc2)C(=O)N[C@H]1c1cccc(F)c1 | -5 | 3 | -9 | 4 | 8 | -14 | -6 | 0
CCCCNc1c(N2CCN(C(=O)OCC)CC2)c(=O)c1=O | 0 | 3 | -9 | 3 | -19 | -9 | 5 | 3
Cc1ccc(S(=O)(=O)NN2C(=O)c3ccccc3NC2c2ccccn2)cc1 (stereo not drawn) | -2 | -403 | 2 | 2 | 9 | 6 | 1 | 2
CC(NC(=O)CCCCCNC(=O)N1CCn2c1nc1ccccc12)c1ccccc1 (stereo not drawn) | -10 | 8 | -7 | 2 | -12 | -10 | 2 | 8
O=C(Nc1ccc(Br)cc1)c1ccccc1Br | 8 | 12 | -14 | 1 | -8 | 1 | -3 | 7
c1ccc(C2OCCN2c2ccccc2)cc1 (stereo not drawn) | 10 | 6 | . | 3 | . | . | -1 | .
Cc1cccc(N2CCN(C(c3ccccc3)c3nnnn3CC3CCCO3)CC2)c1C (stereo not drawn) | -2 | 19 | -1 | 1 | -11 | -11 | -1 | 22
Cc1cccn2c(=O)c3cc(C(=O)NCCc4ccccc4)c(=N)n(CCCn4ccnc4)c3nc12 | -13 | i | -7 | 7 | -3 | -7 | -14 | 19
CC(OC(=O)c1ccc2ccccc2c1)C(=O)N(C)Cc1ccccc1 (stereo not drawn) | 3 | -6 | -10 | 1 | 1 | 5 | -2 | 20
CC(C)c1ccc(N(CC(=O)NCC2CCCO2)C(=O)CCC(=O)Nc2nccs2)cc1 (stereo not drawn) | -14 | 6 | 7 | -1 | 5 | -8 | -7 | 13

(continued)
SMILES | PfGluPho inh | SENP8 block-1 | SENP8 block-2 | SENP1 FRET inh | SENP7 inh | SENP6 block | HKDC1 inh | Apaf1 inhib
Cc1cc(C)c(C)c(OCC(=O)NCCN(C)C)c1 | -2 | 14 | 4 | -2 | 6 | -23 | -5 | 0
Cc1cc(NC(=O)C23CC4CC(C2)CC(n2cnc([N+](=O)[O-])n2)(C4)C3)no1 | -5 | 9 | 1 | 1 | 2 | -1 | -6 | -9
O=C(CC(c1ccco1)C1CCCCC1=O)c1ccco1 (stereo not drawn) | -8 | 34 | -2 | -4 | -5 | -9 | 6 | -3
CCOc1ncccc1C(=O)OC(C)C(=O)NC1CCCCC1 (stereo not drawn) | 6 | 7 | -10 | 0 | -4 | -15 | -6 | 1
C=CCOC(=O)C(=O)/C=C/c1coc2ccccc2c1=O | 5 | -105 | -7 | 21 | 6 | -10 | -3 | 8
Cc1ccc(C(=O)NC(Cc2ccc(C(C)(C)C)cc2)C(=O)O)cc1 (stereo not drawn) | -19 | 14 | . | 2 | 8 | . | 1 | 20
Cc1nc(CNC(=O)c2cc(COc3ccc(F)cc3Cl)on2)cs1 | 15 | 17 | 6 | -1 | 2 | 5 | -3 | 8
Cc1nn(CC(=O)Nc2ccc3nc4n(c(=O)c3c2)CCCC4)c(C)c1[N+](=O)[O-] | -4 | 10 | 4 | 3 | 1 | 3 | 4 | 1
COC(=O)CCC(=O)OC1(C)C(=O)C=C2C=C(C3CC3)N(CCc3c[nH]c4ccccc34)C=C2C1=O (stereo not drawn) | 65* | -22 | 5 | -47 | 5 | 18 | 24 | 28
Cc1cccc(C(=O)OCC(=O)Nc2nccs2)c1 | 0 | 16 | 5 | 0 | 7 | -1 | 0 | -2
COc1ccc(-c2nc3oc4cc(OC)ccc4c(=O)c3c(=O)n2Cc2ccco2)cc1 | 2 | -80 | 8 | -4 | 2 | 5 | -7 | 10
O=C(COC(=O)CNS(=O)(=O)c1cccc(Br)c1)NC(=O)Nc1ccc2c(c1)OCCO2 | -5 | 8 | . | -2 | . | . | 4 | .
COc1ccccc1C(=O)NCC(=O)N/N=C(\C)Cc1ccccc1 | -5 | 9 | -4 | 2 | -2 | -13 | 3 | -2
Cc1cccc(C(=O)N[C@H](C(=O)Nc2cccc(S(=O)(=O)N3CCCC3)c2)C(C)C)c1 | 3 | 25 | -4 | -1 | 5 | -19 | -3 | -13
Cc1c(NS(=O)(=O)c2cc(C(=O)O)ccc2Cl)c(=O)n(-c2ccccc2)n1C | 3 | 4 | -5 | 1 | -7 | 0 | -4 | 1

Continued (seven carried over from the part before).
SMILES | PfGluPho inh | SENP8 block-1 | SENP8 block-2 | SENP1 FRET inh | SENP7 inh | SENP6 block | HKDC1 inh | Apaf1 inhib
COC(=O)CCC(=O)OC1(C)C(=O)C=C2C=C(C3CC3)N(CCc3c[nH]c4ccccc34)C=C2C1=O (stereo not drawn) | 65* | -22 | 5 | -47 | 5 | 18 | 24 | 28
Cc1cccc(C(=O)OCC(=O)Nc2nccs2)c1 | 0 | 16 | 5 | 0 | 7 | -1 | 0 | -2
COc1ccc(-c2nc3oc4cc(OC)ccc4c(=O)c3c(=O)n2Cc2ccco2)cc1 | 2 | -80 | 8 | -4 | 2 | 5 | -7 | 10
O=C(COC(=O)CNS(=O)(=O)c1cccc(Br)c1)NC(=O)Nc1ccc2c(c1)OCCO2 | -5 | 8 | . | -2 | . | . | 4 | .
COc1ccccc1C(=O)NCC(=O)N/N=C(\C)Cc1ccccc1 | -5 | 9 | -4 | 2 | -2 | -13 | 3 | -2
Cc1cccc(C(=O)N[C@H](C(=O)Nc2cccc(S(=O)(=O)N3CCCC3)c2)C(C)C)c1 | 3 | 25 | -4 | -1 | 5 | -19 | -3 | -13
Cc1c(NS(=O)(=O)c2cc(C(=O)O)ccc2Cl)c(=O)n(-c2ccccc2)n1C | 3 | 4 | -5 | 1 | -7 | 0 | -4 | 1
CSc1ccc(C2Nc3cccc4cccc(c34)N2)cc1 | 64* | 2 | -4 | 7 | 3 | 12 | 6 | 8
COc1ccc(C(=O)OCC(=O)Nc2sccc2C(N)=O)cc1OC | 6 | 20 | 2 | -1 | 2 | 8 | -2 | -19
COc1ccc(CCC(=O)N2CCCC(Nc3ccc(OC)cc3)C2)cc1 (stereo not drawn) | -9 | 4 | 2 | 1 | -1 | 3 | 10 | 4
Cc1ccc(C(=O)N/C(=C/c2cccs2)C(=O)NCCCn2ccnc2)cc1 | -8 | 7 | -5 | -1 | 9 | -16 | -8 | -10
O=C(Nc1ccc2c(c1)OCO2)N1CCCC1 | 8 | 19 | -14 | 0 | -13 | -6 | -7 | -2
CC(NC(=O)C1CCN(C(=O)Nc2ccccc2)CC1)c1ccccc1Cl (stereo not drawn) | -16 | 20 | 0 | 3 | 2 | 4 | 0 | -1
C[C@H](CO)N1C[C@H](C)[C@@H](CN(C)S(=O)(=O)c2cccs2)Oc2c(NC(=O)Cc3ccccc3)cccc2C1=O | -3 | 2 | -18 | 2 | -6 | -27 | -3 | 23
CN(C)c1cccc(NC(=O)C2(C)CC2(Cl)Cl)c1 (stereo not drawn) | 10 | 20 | 5 | 1 | -4 | 14 | -12 | -7
COc1cc(C=NNc2nc3c([nH]2)c(=O)n(C)c(=O)n3C)ccc1O | 3 | i | . | 4 | . | . | -10 | .
CCN(Cc1ccncc1)Cc1c(O)ccc2ccccc12 | 1 | -70 | . | -14 | . | . | 21 | .
Cc1c(NS(=O)(=O)N2CCCC2)c(=O)n(-c2ccccc2)n1C | 0 | 15 | -3 | 1 | 6 | -13 | -3 | -4
O=C(c1csc2c1CCCC2)N1CCCCC1 | -15 | 17 | 0 | -109 | -9 | -10 | 2 | 8
O=C(OCC1OC(n2ncc(=O)[nH]c2=O)C(OC(=O)c2ccccc2)C1OC(=O)c1ccccc1)c1ccccc1 (stereo not drawn) | -30 | -15 | 1 | 3 | -6 | 0 | 3 | 26
CCCCc1nnc(NC(=O)CSc2nc(O)c(Cc3ccccc3)c(=O)[nH]2)s1 | -42 | 8 | 2 | -1 | 3 | -1 | -15 | -1
Cc1ccn2c(NC(=O)c3ccccc3)c(-c3cccs3)nc2c1 | 8 | 8 | -12 | -1 | -9 | -4 | -11 | 5
Cc1nn(CC(=O)N2CCOCC2)c(=O)c2nn(-c3ccccc3)c(C)c12 | 12 | 11 | -1 | -1 | -7 | -1 | 0 | 1
Cc1cc(C(=O)NCCCN2CCN(C3CCCCC3)CC2)n(-c2ccccc2)n1 | 6 | 15 | -5 | -1 | -8 | -6 | -10 | 19
CC1CN(CCCCOc2ccc(C(C)C)cc2)CC(C)O1 (stereo not drawn) | -10 | 8 | 2 | 3 | -1 | 2 | -3 | 6

An excerpt of these results, as labelled records:
Cc1ccc(C(=O)NC(Cc2ccc(C(C)(C)C)cc2)C(=O)O)cc1 (stereo not drawn)
  PfGluPho inh: -19 | SENP8 block-1: 14 | SENP8 block-2: . | SENP1 FRET inh: 2 | SENP7 inh: 8 | SENP6 block: . | HKDC1 inh: 1 | Apaf1 inhib: 20
Cc1nc(CNC(=O)c2cc(COc3ccc(F)cc3Cl)on2)cs1
  PfGluPho inh: 15 | SENP8 block-1: 17 | SENP8 block-2: 6 | SENP1 FRET inh: -1 | SENP7 inh: 2 | SENP6 block: 5 | HKDC1 inh: -3 | Apaf1 inhib: 8

Outcome played no part in choosing rows (roughly 3.6% active in at least one column).
